Bioassay records deposited in PubChem by National Center for Advancing Translational Sciences (NCATS).
KDM5B inhibitor: blocks human KDM5B histone demethylase activity. KDM5B demethylase, FDH-coupled NADH fluorescence (FDH is formaldehyde dehydrogenase). Potency, µM (top dose mostly 57.7 µM), without a hit: at the highest dose activity change, negative = inhibition, hits mostly inhibitors. AID 1347165. 2.6% of 220,000 active. Q9UGL1; active means well fitted inhibition curve with a large enough effect; inconclusive means small, poorly fitted or top-dose-only effect; inactive means no such curve, though single readings can be large or run the other way; further: 0% is about no effect; nearly all actives have a fitted effect of over 70% in size
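Coupled FDH/NAD⁺ fluorescence readout. KDM5BΔAP 200 nM final; compound titration, 10 min RT preincubation; substrate mix 12.5 µM H3K4me3, 25 µM 2-OG, 50 µM Fe(II), 100 µM ascorbate, 0.25 mM NAD⁺, 0.25 U/mL FDH; ΔRFU over 30 min.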
Numbers without * were called inactive; i = inactive; ? = inconclusive; [ ] = remark or other dose. Potency means the concentration at half of the fitted maximal effect. This is a subset; the hit share may differ from the screen's.

SMILES	KDM5B inhibitor
CN1CC(=O)N(c2ccccc2)Cc2c1ncnc2N1CCOCC1	-5%[86.2 µM]
O=C(N1CCN(C/C=C/c2ccccc2)CC1)C(F)(F)F	-3%
CCc1nn2c(=O)cc(CNc3cccc(C(=O)NC4CC4)c3)nc2s1	?
CN(C)c1ccc(NC(=O)Nc2csc3ccccc23)cc1	1%
COc1ccc2c(c1)CCN=C2C[C@H]1CN(C(=O)NC(C)C)CC[C@H]1CC(=O)O	?
Clc1ccc(CSc2nc(NCCc3ccccc3)c3ccccc3n2)cc1	-10%
O=S(=O)(NCc1ccc(N2CCOCC2)nc1)c1ccc(Cl)c(Cl)c1	7%
Cc1nn(C(=O)c2ccccc2F)c(C)c1S(=O)(=O)N1CCOCC1	9%
CNC(=O)[C@@H]1C[C@H](Oc2cccnc2)CN1C(=O)c1ccc(OC)nc1OC	-12%
COc1ccc(N=C2S[C@H]3[C@H]([C@@H](O)[C@H](O)C[C@@H]3C(N)=O)N2Cc2ccc(F)cc2)cc1	34%[activator]
CC(CNC(=O)c1nnc(C(=O)Nc2ccccc2)s1)c1ccccc1 (stereo not given)	16%
COc1ccc(S(=O)(=O)NCCc2csc(-c3ccc(F)cc3)n2)cc1	6%
CCCCCCCCCCCCc1ccc(-c2ccc(CCCCC)cn2)cc1	15%
CCC(C)C(=O)NCc1cc2c(nc1OC)CN(CCc1ccccn1)C2=O (stereo not given)	-22%
Cc1ccc(S(=O)(=O)N[C@H](C)c2c(-c3ccc(F)cc3)noc2C(=O)O)cc1	-15%[86.2 µM]
COc1cccc(NC(=O)Cn2nnc(C(=O)NCc3cccs3)c2N)c1	-10%
COc1ccccc1-c1noc(CCC(=O)N2CCC(Cc3noc(C)n3)CC2)n1	-10%
Cc1cc(C)c(Cn2cnc3nc4c(cc3c2=O)CCCC4)c(C)c1	?
O=C(Cn1c(=O)oc2cc(S(=O)(=O)N3CCCCC3)ccc21)Nc1cccc(Cl)c1	?
CCOC(=O)C(C)NC(=O)c1c2c(nc3ccccc13)C(=O)N(C1CCCCC1)C2 (stereo not given)	?
COc1ccc(CC(=O)N(Cc2ccccc2)c2cccc(C)c2)cc1OC	11%
Cc1cc(C)cc(-n2nnnc2SCCCn2c(=O)c3c(ncn3C)n(C)c2=O)c1	20%
CN1C(=O)c2cccn2CC1CNC(=O)c1cc2ccccc2[nH]1 (stereo not given)	16µM*
COc1ccc(NC(=O)c2oc3ccc(S(=O)(=O)N4CCCCC4)cc3c2C)cc1	?
COc1ccc(CNC(=O)C[C@@H]2CCNC[C@@H]2Cc2cc(CN3CCOCC3)on2)cc1	151%[activator]
CN(Cc1ccc(F)cc1)S(=O)(=O)c1nnc(NC(=O)c2ccccc2Cl)s1	-4%
COc1cccc2cc(-c3nc4ccccc4[nH]3)c(=O)oc12	-16%
Cc1nc(C)c(C(=O)N2CC(Oc3ccc(-c4noc(-c5ccccc5)n4)cc3)C2)s1	?
Cc1ccc2c(C)cc(SCC(=O)Nc3cccc(F)c3)nc2c1	16%
CC(C)C(C(=O)NCC1CCCO1)N(C(=O)CNS(=O)(=O)c1ccccc1)c1ccc(F)cc1 (stereo not given)	12%
CC[C@H]1CN(S(=O)(=O)c2ccc(OC)cc2)CC[C@H]1CC(=O)Nc1nccs1	?
Cc1cc2cc(-c3c(C)noc3C)nc(Nc3ccccn3)c2o1	?
CC(C)(C)C1CCC(OC(=O)c2c(F)cccc2Cl)CC1 (stereo not given)	2%
CN(CC1CCN(CCc2cccc(F)c2)CC1)C(=O)[C@@H](N)Cc1cnc[nH]1	13%
O=C1COc2ccc(-c3csc(Nc4ccc(F)cc4)n3)cc2N1	-17%
COCCOC1CN(C2CCN(C(=O)c3ccc(C#N)cc3)CC2)C12CCCCC2 (stereo not given)	-4%
Cc1ccc(NC(=O)Cn2nc3ccc(S(=O)(=O)C(C)(C)C)nn3c2=O)cc1C	9%
CCNC(=O)N1CCCC(Cn2c(C3CC3)nc3cccnc32)C1 (stereo not given)	14%
CCOc1ccc(-c2cc3nc(C4CCN(C(=O)OC(C)(C)C)CC4)c(C(=O)Nc4cccc(CC)c4)cn3n2)cc1	?
O=C(c1cc2ccc3cccnc3c2[nH]1)N1CCN(c2ccc(Cl)cc2)CC1	14%
Cc1nnc(Nc2ccccc2F)s1	4%
O=C(Nc1cccc(NC(=O)C2CCCCC2)c1)C1CCCCC1	-5%
COc1cc2ccccc2cc1C(=O)Nc1ccc(Cl)c(-c2nc3ccccc3o2)c1	?
O=C(NC1CCN(Cc2ccccc2)CC1)c1cccc2c1CCN2C(=O)c1ccccc1	-1%
COc1ccc(C(C)=O)c(OCc2ccccc2C#N)c1	3%
O=C1CCCCC(CNC(=O)c2ccc(F)cc2)N1 (stereo not given)	10%
COCCNC(=O)c1cc(C)nc2onc(C3CCNC3)c12 (stereo not given)	-15%[149 µM]
COc1ccccc1C(=O)N1CCCc2nc(C)nc(-c3ccc(O)cc3)c2C1	-1%
CCCCCOc1cc(OCCCCC)c2c(-c3ccccc3)cc(=O)oc2c1	19%
COc1ccc(S(=O)(=O)N2CCN(C(=O)c3csc(C)n3)CC2)cc1	-12%

Three of the entries above in order of the KDM5B inhibitor value, lowest first.
SMILES	KDM5B inhibitor
Clc1ccc(CSc2nc(NCCc3ccccc3)c3ccccc3n2)cc1	-10%
COc1ccccc1C(=O)N1CCCc2nc(C)nc(-c3ccc(O)cc3)c2C1	-1%
COc1ccc(CC(=O)N(Cc2ccccc2)c2cccc(C)c2)cc1OC	11%

Quoted from above, two compounds:
SMILES	KDM5B inhibitor
Cc1nnc(Nc2ccccc2F)s1	4%
O=C(Nc1cccc(NC(=O)C2CCCCC2)c1)C1CCCCC1	-5%

Five entries from above, reformatted:
SMILES,KDM5B inhibitor
CCc1nn2c(=O)cc(CNc3cccc(C(=O)NC4CC4)c3)nc2s1,?
CN(C)c1ccc(NC(=O)Nc2csc3ccccc23)cc1,1%
COc1ccc2c(c1)CCN=C2C[C@H]1CN(C(=O)NC(C)C)CC[C@H]1CC(=O)O,?
Clc1ccc(CSc2nc(NCCc3ccccc3)c3ccccc3n2)cc1,-10%
O=S(=O)(NCc1ccc(N2CCOCC2)nc1)c1ccc(Cl)c(Cl)c1,7%

Next part:
SMILES	KDM5B inhibitor
CCn1cnc2c1c(=O)n(CC(=O)NCC1(c3ccccc3)CCCC1)c(=O)n2Cc1ccccc1	2%
CC(C)CC(=O)N1CC(c2nnc(C(C)C)o2)C2(CCOCC2)C1 (stereo not given)	-3%
C[S+](=O)([O-])c1cccc(-c2ncc3c(n2)OCCN(Cc2ccc(F)cc2F)C3=O)c1	14%
N=C(N)SC12CC3CC(CC(C3)C1)C2	21%
CSc1ccc(Cl)c(C(=O)OCC(=O)N2CCN(C(=O)c3ccco3)CC2)c1	?
CN(Cc1ccccc1N1CCCCC1)C(=O)c1cccc(S(=O)(=O)N2CCCC2)c1	-6%
COCc1ccc(C(=O)NC2CCCc3c2cnn3-c2ccc(C)c(C)c2)o1 (stereo not given)	-1%
Cn1c(=O)c2c(ncn2CC(=O)N(C2CC2)C2CCS(=O)(=O)C2)n(C)c1=O (stereo not given)	15%
COCCCn1c(=O)[nH]c2cccnc21	-15%[115 µM]
COc1cc(OC)cc(-c2nc3nc(C)c(CCC(=O)Nc4ccccc4)c(C)n3n2)c1	?
CC1CCC[C@]2(CCc3cc4c5c(c(=O)oc4cc3O2)CCCC5)C1 (stereo not given in full)	-10%
O=C(CC1=CCCCC1)N1CCC(C2CCNC2)CC1 (stereo not given)	?
COc1ccc(-c2cc3c(=O)n(CCNC(=O)c4ccc(C)s4)ccn3n2)cc1	-18%
COc1c(C(=O)Nc2nccs2)ccc2ccccc12	6%
CC1(C)CC(=O)C=C(C(=O)NC2CCCc3c2cnn3-c2cc(F)cc(F)c2)O1 (stereo not given)	0%
C=CC[N+](C)(C)CC#Cc1ccccc1	4%
O=C(c1ccc(F)c(Cl)c1)N1CCC2(CC1)CN(c1ccccc1)C2=O	-4%
N[C@@H](Cc1cnc[nH]1)C(=O)NCc1cccnc1Oc1ccc(F)cc1F	59%[activator]
O=C(NCCC1=CCCCC1)c1cc2n(n1)CC(c1ccc(Cl)cc1)OC2 (stereo not given)	-3%
COc1ccc(C(=O)Nc2ccc(NC(=O)C3CC3)nc2)cc1	?
CC1(C)CCC(N)c2ccccc21 (stereo not given)	-8%
CC(C)C(CNC(=O)c1n[nH]c(=O)c2ccccc12)N1CCOCC1 (stereo not given)	10%
CC(C)c1ccc(COc2ccc(Cl)cc2C(N)=O)cc1	24%
CC(=O)N1CCc2cc(CNS(=O)(=O)c3ccccc3C(F)(F)F)ccc21	-1%
O=C(CSC(=S)N1CCCC1)N(Cc1nnc(-c2ccccc2Cl)o1)C1CC1	-11%
CCOc1cc(CNC(=O)c2ncoc2-c2ccc(OC)cc2)ccc1OC	-31%
Fc1ccc(OCc2nc3ccccc3n2C(F)F)c(F)c1	15%
N#Cc1nc(-c2ccc(S(=O)(=O)N3CCCCC3)cc2)oc1NCCCn1ccnc1	i
Cc1ccc2nc(CSc3ncnc4ccccc34)cn2c1	-20%
Nc1c(C(=O)Nc2ccccc2Cl)c2ccccn2c1C(=O)c1ccc(Cl)cc1	-7%
Cc1ccc(S(=O)(=O)c2cn(C)c3cc(N4CCCC(C)C4)c(F)cc3c2=O)c(C)c1 (stereo not given)	?
COC(=O)/C=C/C(=O)c1ccc(OC)cc1	?
CCc1ccc(C2C=C(c3ccccc3)Nc3nnnn32)cc1 (stereo not given)	-19%
C#CC1(O)CCC2C3CCC4=CC(=O)CCC4C3CCC21C (stereo not given)	19%
CCOC(=O)C1C(=O)C=C(c2cccs2)CC1c1ccc(CC)cc1 (stereo not given)	1%
Cc1cc(C)c2c(=O)cc(C(=O)Nc3sc4c(c3C(=O)NCC3CCCO3)CCCC4)oc2c1 (stereo not given)	-10%
COc1ccc(CCN2C(=O)O[C@@H]3CN(S(=O)(=O)N4CCCCC4)C[C@@H]32)cc1	-9%
COC(=O)[C@H](C(C)C)N1Cc2nnn(Cc3ccc(C)cc3)c2-c2cc(F)ccc2S1(=O)=O	-2%
COc1ccc(-c2cn(C)c(=O)n3cc(COc4ccnn4C)nc23)cc1OC	35µM*
O=C1N2CCCC2CN1C1CCN([S+](=O)([O-])c2cccc(C(F)(F)F)c2)CC1 (stereo not given)	5%
O=C(O)/C=C/c1cc(Br)c(OCc2ccccc2Cl)c(Br)c1	-13%
C/C(=N\NC(=O)C1CC1)c1cccc(N)c1	5%
O=C(NCc1nc2ccccc2[nH]1)C1CC(=O)N(c2n[nH]c3ccccc23)C1 (stereo not given)	12%
CCOc1cc(C=O)cc(Cl)c1OC	17%
COc1ccc(OC2CCN(C(C)=O)CC2)c(C(=O)NCc2csc(C(C)C)n2)c1	?
CC(C)Cn1nc(C(=O)Nc2ccc(Br)cc2F)c2ccccc2c1=O	1%
Cc1ccc2nc(Nc3ccccc3C)cc(C)c2c1	-1%
COC(=O)c1ccccc1NC(=O)Cn1c(=O)n(CCC(=O)NCc2ccccc2OC)c(=O)c2ccccc21	-49%
CCOc1ccc(S(=O)(=O)c2cn(C)c3ccccc3c2=O)cc1	17%
COc1ccc(CCNC(=O)C(=O)NCC(c2ccc3c(c2)OCO3)N2CCOCC2)cc1 (stereo not given)	?
More compounds follow:
SMILES	KDM5B inhibitor
COc1ccccc1Oc1c(C)oc2cc(OCC(=O)O)ccc2c1=O	?
CC(C)c1ccc(CN2C[C@H]3[C@H](C2)[S+](=O)([O-])C(C)(C)C(=O)N3Cc2ccccc2)cc1	-26%
Cc1cccc(NC(=O)c2ccc3oc(=O)c(S(=O)(=O)c4ccc(F)cc4)cc3c2)c1C	-23%
O=C(COC(=O)c1ccc2c(c1)C(=O)N(Cc1ccco1)C2=O)NCC(F)(F)F	-2%
C[C@H](C(=O)NCCN1CCOCC1)C1CC[C@@]2(C)Cc3sc(NC(=O)CC(C)(C)C)nc3[C@@H](C)[C@@H]2[C@H]1O (stereo not given in full)	?
CCCCCc1c(C)[nH]c2nc3ccccc3n2c1=O	?
CCc1ccc2oc(C(=O)Nc3ccc(C)c(Cl)c3)cc(=O)c2c1	i
COc1ccc(CCc2nc3nccc(-c4ccc(F)cc4OC)n3n2)cc1	?
O=C1CCCN1CCCNS(=O)(=O)c1ccccc1	25%
CCC(OC(=O)CN1C(=O)c2ccccc2C1=O)C(=O)NC1CCCC1 (stereo not given)	-5%
COCCC(=O)N1CCNc2cnc(Nc3cccc(C(F)(F)F)c3)nc2C1	?
Cc1ccc(-n2nc(C)c(C(=O)O)c2-n2cccc2)cc1	6%
CC(C)N1C(=O)CO[C@H]2CCN(Cc3ccncc3Cl)CC[C@@H]21	-12%[86.2 µM]
COCCN(C)C[C@@H]1CN(C(=O)c2ccc3c(c2)CCC3)C[C@@H]1CO	35%[activator]
Cc1ccc(-n2nc3ccc(NC(=O)c4oc5ccccc5c4C)cc3n2)cc1	-88%
